TDP2 absorb: human TDP2 enzyme inhibitors, primary screen, biochemical, epi absorbance, recombinant enzyme | inhibition, % at 12.8 µM | hit rate 0.34% among 370,000 | Tyrosyl-DNA phosphodiesterase 2 (Homo sapiens), O95551 | T5PNP hydrolysis, p-nitrophenol absorbance 415 nm | AID 720702, 2013;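 active = inhibition above the mean of all tested compounds plus 3 SD, set per campaign, cut at about 25% in these data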;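 note: 0% = DMSO with enzyme and 100% = buffer with substrate but no TDP2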
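Evaluation: % inhibition relative to enzyme-containing and enzyme-free wells. Material: recombinant human TDP2. Benchmarks: enzyme-free and DMSO wells. Timing: enzyme reaction with compound for 2 h at 37 °C. Compound dosing: 12.8 µM only. Measured by: p-Nitrophenol epi absorbance. Reagent: T5PNP substrate at 5 mM, a TopII-DNA adduct mimic. Replication: single well per compound.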
ADAM17 inh: ADAM17 inhibitors, primary screen, biochemical, QFRET | Disintegrin and metalloproteinase domain-containing protein 17 (Homo sapiens), P78536 | recombinant ADAM17, EDANS/DABCYL FRET peptide cleavage | inhibition, % at 6.95 µM | hit rate 0.83% among 370,000 | AID 720648, 2013;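 active = inhibition above the mean of compounds lying between control limits plus 3 SD, set per campaign, cut at about 8.5% in these data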;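 note: 0% = DMSO-only wells as the low control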
PLCg1 inh: PLC-gamma1 enzyme inhibitors, primary screen, biochemical, fluorescence, purified enzyme; hit rate 0.84% among 370,000; inhibition, % at 12.2 µM; fluorogenic substrate; 1-phosphatidylinositol 4,5-bisphosphate phosphodiesterase gamma-1 (Homo sapiens), P19174; in the data active = inhibition above about 9.5%
Target sequence (P19174 whole entry, looked up): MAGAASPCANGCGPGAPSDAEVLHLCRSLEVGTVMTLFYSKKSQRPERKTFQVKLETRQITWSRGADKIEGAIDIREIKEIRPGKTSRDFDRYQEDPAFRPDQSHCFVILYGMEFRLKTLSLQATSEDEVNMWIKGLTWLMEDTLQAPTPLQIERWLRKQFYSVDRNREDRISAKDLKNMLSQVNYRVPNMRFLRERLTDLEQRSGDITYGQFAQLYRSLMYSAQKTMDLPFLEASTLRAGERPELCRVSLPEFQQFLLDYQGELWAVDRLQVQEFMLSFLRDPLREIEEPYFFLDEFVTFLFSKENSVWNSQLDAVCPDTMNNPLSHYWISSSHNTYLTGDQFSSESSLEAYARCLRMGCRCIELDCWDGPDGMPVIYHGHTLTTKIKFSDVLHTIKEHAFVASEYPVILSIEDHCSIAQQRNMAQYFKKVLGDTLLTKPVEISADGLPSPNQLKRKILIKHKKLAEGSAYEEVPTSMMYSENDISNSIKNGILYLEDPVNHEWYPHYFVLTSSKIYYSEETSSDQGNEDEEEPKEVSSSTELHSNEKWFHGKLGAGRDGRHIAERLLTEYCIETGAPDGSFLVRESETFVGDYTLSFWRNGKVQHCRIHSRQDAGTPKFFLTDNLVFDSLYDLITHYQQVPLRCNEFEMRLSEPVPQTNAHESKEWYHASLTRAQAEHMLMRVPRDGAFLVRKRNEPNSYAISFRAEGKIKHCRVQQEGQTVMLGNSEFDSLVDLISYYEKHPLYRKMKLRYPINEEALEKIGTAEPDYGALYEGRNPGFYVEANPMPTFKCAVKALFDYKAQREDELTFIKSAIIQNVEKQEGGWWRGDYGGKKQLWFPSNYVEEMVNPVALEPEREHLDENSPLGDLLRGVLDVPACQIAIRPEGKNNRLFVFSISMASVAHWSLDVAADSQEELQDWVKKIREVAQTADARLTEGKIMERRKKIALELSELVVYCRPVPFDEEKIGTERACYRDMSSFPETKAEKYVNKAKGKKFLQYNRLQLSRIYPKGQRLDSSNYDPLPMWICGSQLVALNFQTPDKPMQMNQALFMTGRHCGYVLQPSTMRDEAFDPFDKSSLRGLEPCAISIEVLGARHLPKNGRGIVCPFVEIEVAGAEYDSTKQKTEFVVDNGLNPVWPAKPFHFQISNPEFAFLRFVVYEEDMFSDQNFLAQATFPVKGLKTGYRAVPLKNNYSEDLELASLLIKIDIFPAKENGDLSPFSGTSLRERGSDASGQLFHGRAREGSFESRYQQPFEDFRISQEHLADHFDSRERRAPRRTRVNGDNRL
ADAM10 inh: human ADAM10 inhibitors, primary screen, biochemical, QFRET, HTS | Disintegrin and metalloproteinase domain-containing protein 10 (Homo sapiens), O14672 | recombinant ADAM10, EDANS/DABCYL FRET peptide cleavage, 3 h | inhibition, % at 7 µM | hit rate 0.62% among 370,000 | AID 720582, 2013;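 active = inhibition above a per-campaign cutoff equal to the mean of compounds falling between control-based bounds plus 3 SD, cut at about 20% in these data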;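 note: 0% = DMSO wells while the 100% control is not disclosed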
KLK7 zymogen act: proKLK7 zymogen activators, primary screen, biochemical, fluorescence intensity; hit rate 0.9% among 370,000; activation, % at 7 µM; AID 652039, 2013; Kallikrein-7 (Homo sapiens), P49862; purified proKLK7, EDANS-DABCYL substrate fluorescence; 100% is mature enzyme control, 0% vehicle;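 active = activation above the mean of all tested compounds plus 3 SD, computed per campaign excluding outliers beyond control limits, cut at about 13% in these data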
LEDGF integ inh: blockers of LEDGF/p75-dependent integrase strand transfer – biochemical, TR-FRET, high throughput, primary screen; TR-FRET IN-LEDGF/p75 DNA integration, Eu/Cy5; HIV-1 integrase (with human LEDGF/p75); inhibition, % at 3.7 µM; hit rate 0.64% among 370,000;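 active = inhibition above the screen-wide mean plus 3 SD, cut at about 13% in these data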;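 note: signal is the Cy5 over europium emission ratio at 671 and 618 nm; 0% = plate median of compound wells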
ARFGAP1 inhibitor: inhibitors of rat ARFGAP1 GAP activity, primary screen, biochemical, fluorescence polarization, GDP tracer. hit rate 0.26% among 360,000. Arfgap1-stimulated ARF1 GTP hydrolysis, GDP FP detection. ADP-ribosylation factor GTPase-activating protein 1 (Rattus norvegicus), Q62848. inhibition, % at 16.5 µM;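 active = inhibition above a per-plate limit, mean inhibition of low control wells plus 3 SD, cut at about 25% in these data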;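 note: 0% = DMSO wells with enzyme and 100% = wells lacking Arfgap1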
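System: truncated rat Arfgap1 GAP domain / Medium: HEPES-based buffer, pH 7.5 / Also added: N-terminally truncated human ARF1-GTP substrate / Incubation: enzyme reaction 120 min at 25 °C after 20 min preincubation / Measured by: FP of antibody-bound GDP Alexa 633 tracer, ex 620/em 688 nm / Replicates: singlicate, each compound tested once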
ASAP1 inh: inhibitors of human ASAP1 ArfGAP activity, primary screen, biochemical, fluorescence polarization | ASAP1-stimulated ARF1 GTP hydrolysis, GDP FP detection | AID 624377, 2012 | Arf-GAP with SH3 domain, ANK repeat and PH domain-containing protein 1 (Homo sapiens), … | hit rate 0.19% among 360,000 | inhibition, % at 16.5 µM; in the data active = inhibition above about 25%;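 note: 0% = vehicle with enzyme and substrate and 100% = no enzyme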
Tn7 DDE FP: inhibitors of Tn7 peptide binding to fibrin DD(E), primary screen, biochemical, fluorescence polarization, human fibrin, Tn7 probe; Fibrinogen beta chain (Homo sapiens), P02675; inhibition, % at 8.3 µM; hit rate 0.13% among 370,000; AID 720508, 2013; FP displacement of FITC-Tn7 peptide from fibrin DD(E); 0% = median of compound wells per plate;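 active = inhibition above the mean of compounds falling within the control limits plus 3 SD of them, cut at about 14% in these data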;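 note: 0% = plate median of compound wells and 100% = 10 µM Aha-Tn7 peptide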
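System: human fibrin DD(E); quantity: Fibrin-DD(E) at 2 µM final; also added: fluorescent Tn7 probe at 0.1 µM; compound dosing: single nominal test concentration of 8.3 µM per compound; schedule: 10 min preincubation, 3 h with tracer, room temperature; detection: fluorescence polarization of the labelled Tn7 tracer; repeats: one replicate per compound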
Tn6 DDE FP: inhibitors of Tn6 peptide binding to fibrin DD(E), primary screen, biochemical, fluorescence polarization, human fibrin, Tn6 probe. Fibrinogen beta chain (Homo sapiens), P02675. Fibrin DD(E) TRITC-Tn6 fluorescence polarization displacement. inhibition, % at 8.3 µM. hit rate 0.21% among 370,000;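 active = inhibition above a per-campaign cutoff: mean of compounds within control limits plus 3 SD, cut at about 15% in these data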;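 note: 0% = median of all compound wells on the plate and 100% = blocking peptide control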
Numbers without * were called inactive; x = no result given. Rows are unselected; overall some 4.2% were active at least once.

Structure	TDP2 absorb	ADAM17 inh	PLCg1 inh	ADAM10 inh	KLK7 zymogen act	LEDGF integ inh	ARFGAP1 inhibitor	ASAP1 inh	Tn7 DDE FP	Tn6 DDE FP
COc1ccccc1CNC(=O)CCc1ccccc1	-17	5	10*	9	-0.6	10	7	-6	-7	-2
COc1ccc(CNC(=S)NCc2ccc(F)cc2)cc1OC	21	2	3	-1	-0.5	1	-7	-5	6	12
Cc1ncc([N+](=O)[O-])n1CCO	-6	1	5	6	-0.6	2	5	-7	0	-4
Cc1cc(-c2nnc(SCC(=O)Nc3cccc4ccccc34)n2N)n[nH]1	-10	-3	8	-9	0.5	3	x	x	1	-4
CC1CC(C)CN(S(=O)(=O)N2CCCC(C(=O)NCc3ccccc3Cl)C2)C1 (stereo unspecified)	-10	1	5	-1	0.2	1	-2	-1	0	-4
Cc1cc(C(=O)N2CCc3c([nH]c4ccccc34)C2c2cccc(Cl)c2)nn1C (stereo unspecified)	6	1	-7	-7	0.8	-3	3	-1	-2	7
CCNc1[nH]c(=O)n(C)c(=O)c1N=O	-1	-6	0	6	-0.4	0	15	4	2	1
CC(C)(C)C(=O)NC(=S)Nc1ccccn1	-8	2	1	-4	-0.2	0	6	-2	-3	-2
CCC(NC(=O)c1ccccc1NC(=O)c1ccccc1)C(=O)NNC(=O)c1cccnc1 (stereo unspecified)	11	-4	-1	3	-0.2	-3	7	-7	-4	10
O=c1c(Br)c(Br)cnn1-c1ccccc1	4	-1	2	3	0.1	0	0	5	1	14
Fc1ccccc1NC(=S)N1CCOCC1	-8	0	4	7	0.4	3	7	-7	-6	3
C=C(C)C1CC=C(C)/C(=N/NC(=O)COc2cccc(C)c2)C1 (stereo unspecified)	7	-1	-1	5	-0.4	1	5	-7	4	0
O=C(NC1(C(F)(F)F)NC(=O)N(c2ccc(F)cc2)C1=O)c1cccs1 (stereo unspecified)	-1	4	3	7	-0.1	-2	-3	5	1	4
CC1(C(=O)Nc2nc3ccc(S(C)(=O)=O)cc3s2)CC1(Cl)Cl (stereo unspecified)	3	0	0	-8	0.2	1	-1	-2	-5	-2
CCCCN(CCCC)C(=O)c1sc2nc(N3CCOCC3)c3c(c2c1N)CCCC3	2	-5	-24	-10	-0.1	3	-7	6	0	-6

Structure	TDP2 absorb	ADAM17 inh	PLCg1 inh	ADAM10 inh	KLK7 zymogen act	LEDGF integ inh	ARFGAP1 inhibitor	ASAP1 inh	Tn7 DDE FP	Tn6 DDE FP
COc1c(Cl)cccc1-c1cn2ccc(C)cc2n1	10	-41	-9	-118	0.9	0	-4	1	-3	-2
CCNC(=O)NC(=O)C(C)OC(=O)c1oc2ccccc2c1CSC1CCCCC1 (stereo unspecified)	10	0	2	3	-0.1	-1	-14	0	3	5
COC(=O)C[C@H]1C[C@H]2c3cc(NC(=O)Cc4ccncc4)ccc3O[C@H]2[C@@H](CO)O1	5	3	0	-2	0.0	14*	-5	-12	-2	5
O=C1Nc2ccc(F)cc2C12Nc1ccccc1-c1nnc(SCc3ccccc3Cl)nc1O2 (stereo unspecified)	-2	-5	-4	-12	0.3	-3	-3	1	2	3
CN1CCN(C(=O)c2cccc(S(=O)(=O)N3CCCC3)c2)CC1	-3	-7	2	-6	0.4	-1	11	-16	2	-1
COc1ccc(NC(=O)c2ccc(-n3cccn3)c([N+](=O)[O-])c2)cc1	-8	5	8	16	-0.1	8	-2	7	-4	-4
CCOC(=O)C1=C(Nc2ccccc2)OCC1=O	0	-2	0	1	0.4	-2	16	-17	1	3
CCCCC(CCC(=O)Nc1ccc(C(=O)OCC)cc1)C(=O)O (stereo unspecified)	-5	-2	-1	6	0.2	-1	11	6	-3	-1
O=S(=O)(c1ccccc1)c1nc(NCc2ccccc2)sc1Cl	4	-1	0	-1	0.6	2	-15	-7	6	1
O=C(c1cc2ccccc2oc1=O)N1CCN(c2ccc(N3CCOCC3)nn2)CC1	-4	-4	-4	-13	4.5	1	17	5	-6	0
Cc1ccc(NC(=O)COC(=O)[C@H](C)NC(N)=O)c(C)c1	4	0	1	4	0.7	3	8	-5	-2	7
O=C(O)c1ccccc1-c1ccc([N+](=O)[O-])cc1Cl	2	-6	0	-18	0.4	4	-5	-4	-7	-5
CCCCCCCCN1C(=O)[C@H](CC(=O)N2CCN(C(=O)C3CC3)CC2)C[C@@]2(C(=O)OCC)CCCC=C12	-18	3	3	3	0.4	3	9	-17	-1	-1
CSc1nc(C)cc(C)c1C(N)=O	-2	-6	-2	-9	-0.5	-1	-4	-6	7	5
Cc1ccc(S(=O)(=O)Nc2c(C)cc([N+](=O)[O-])cc2C)cc1	-1	-3	4	-8	-0.1	-1	4	6	-1	-2

Structure	TDP2 absorb	ADAM17 inh	PLCg1 inh	ADAM10 inh	KLK7 zymogen act	LEDGF integ inh	ARFGAP1 inhibitor	ASAP1 inh	Tn7 DDE FP	Tn6 DDE FP
O=C(COC(=O)C1COc2ccccc2O1)NC(=O)NC1CCCCC1 (stereo unspecified)	-3	1	0	-8	0.6	4	-6	7	-2	-2
Cc1csc(C(=O)O)c1-c1c(C)csc1C(=O)O	-2	-3	2	1	0.3	5	2	-3	-1	3
Cc1ccc(NC(=O)CN2C(=O)NC(Cc3ccccc3)C2=O)c(Br)c1 (stereo unspecified)	3	-4	-1	-11	-0.8	-4	-1	-6	1	-7
O=C(NCCCN1CCCC1=O)c1cc(NS(=O)(=O)c2ccc(F)cc2)cc(NS(=O)(=O)c2ccc(F)cc2)c1	2	-1	5	-3	0.8	-1	13	-7	5	-5
COC(=O)c1cc2c(c3c4cc(OC)ccc4n(S(=O)(=O)c4ccccc4)c13)C(=O)N(C)C2	2	0	-31	-3	-0.3	3	5	1	-1	9
CCc1c(C)nc(SCC(=O)NC2CCCC2)[nH]c1=O	3	-2	1	-3	-0.7	-1	2	-3	-3	-11
CS(=O)(=O)N1N=C(c2ccco2)CC1c1ccc(Br)cc1 (stereo unspecified)	-16	5	-2	3	0.1	3	-12	4	-12	8
CCCC1(C(=O)OCC)NC(c2ccc(N(C)C)cc2)C2C(=O)N(c3ccccc3)C(=O)C21 (stereo unspecified)	-10	-4	-2	-29	-0.3	-3	9	1	-3	3
COc1cccc(CC(=O)Nc2ccc(F)c(S(=O)(=O)N3CCOCC3)c2)c1	-3	-5	1	-9	0.1	-4	12	4	0	6
O=C(CSc1nc(-c2ccccc2)c(-c2ccccc2)[nH]1)N1CCN(S(=O)(=O)c2ccccc2)CC1	8	0	-10	-1	-1.1	2	5	1	9	-1
Cc1ccc(Oc2cc(NN3CCCCC3)c([N+](=O)[O-])cc2[N+](=O)[O-])c(Cl)c1	7	-4	2	-7	-0.3	-2	-1	14	-4	-2
CC(=O)N(CC(C)C(=O)O)c1c(I)cc(I)c(N)c1I (stereo unspecified)	8	-4	2	4	-0.2	5	3	17	2	-12
COc1ccccc1Cc1nnc(NC(=O)C2CCN(C(=O)c3ccco3)CC2)s1	10	-1	0	2	0.1	1	3	-3	7	-2
Cc1csc(N2C(=O)C3C4CCC(O4)C3C2=O)n1 (stereo unspecified)	6	0	3	2	-0.5	-1	-2	-3	7	-1
COc1cccc(CN(C)CC(=O)NCc2ccccc2Cl)c1OC	0	-3	1	2	-0.1	0	-9	-4	0	-8

Structure	TDP2 absorb	ADAM17 inh	PLCg1 inh	ADAM10 inh	KLK7 zymogen act	LEDGF integ inh	ARFGAP1 inhibitor	ASAP1 inh	Tn7 DDE FP	Tn6 DDE FP
CCn1c(SCC(=O)Nc2nc3ccccc3s2)nnc1-c1ccc(Br)cc1	7	-6	3	-1	0.6	1	8	6	-6	1
CCOc1ccc2[nH]c3c(NCCN(CC)CC)ncnc3c2c1	-17	-168	-263	-353	11	-10	24	12	-1	-3
Cc1cccc(-c2nnc(SCC#N)n2-c2cccc(Cl)c2)c1	-2	-2	0	-5	-0.6	0	-2	-1	2	3
COc1ccc(C(=O)NCC(=O)N/N=C/c2cccnc2)cc1	7	-1	-2	-4	-0.1	2	2	-11	3	3
Cn1cc(SCC(=O)NC2CCCC2)c2ccccc21	-3	2	1	2	0.0	4	-2	4	4	2
Cc1oc(C(C)(C)C)cc1C(=O)Nc1ccc2c(c1)OCO2	-10	0	-2	2	0.2	0	-5	3	6	0
CN(C(=S)NC1CCCCC1)C1(c2ccccc2Cl)CCCCC1=O (stereo unspecified)	-1	2	4	6	-0.2	4	2	14	-6	6
Cn1nc(-c2ccccc2)c2cc(C(=O)O)sc21	0	-17	-14	-53	1.2	2	3	4	0	-3
CC(C(=O)N=c1sc2ccccc2n1C)N1C(=O)C2CC=CCC2C1=O (stereo unspecified)	-7	-5	-13	-2	0.7	-1	-2	0	6	-7
Cn1c(CCNC(=O)c2ccco2)nc2cc(NC(=O)NC3CCCCC3)ccc21	-2	-6	-1	-7	0.3	-1	4	-1	10	-1
Cc1nc2ccccc2c(=O)n1/N=C/c1cn[nH]c1-c1ccccc1	3	0	6	-2	-0.1	1	8	-6	4	1
O=C(NCc1ccncc1)c1ccc(Oc2ccccc2)cc1	10	-1	-1	2	-0.2	3	6	9	-1	-3
c1ccc(Nc2ncnc3sc4c(c23)CCC4)cc1	-5	0	0	9	-0.3	-3	0	-8	-4	0
Cc1ccc(-c2nnc(-c3ccc(NC(=O)c4cccs4)cc3)o2)cc1	1	1	4	1	0.4	2	-4	0	-6	-2
CCn1c(SCC(=O)c2ccccc2)nnc1-c1cc2cc(Br)ccc2o1	-11	1	2	4	0.2	5	-5	5	-8	10
S=c1[nH]nc(Cc2ccccc2)n1-c1cccc2ccccc12	7	1	1	2	0.1	2	1	-1	-2	2
